Rab7 wt modul – alters GTP binding to wildtype dog Rab7 | actives 0.055% (n = 190,000) | GST-Rab7 beads, fluorescent GTP binding, flow cytometry; actives lie on both sides; untreated = 100%, excess cold GTP = 0% | GTP binding activity (percent of control), % at 10 µM;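 active = fluorescent GTP binding to Rab7 beads changed by at least 20 points from the 100% baseline, either direction, mostly lower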;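 note: median green fluorescence of bound Bodipy-FL-GTP per Rab7 bead population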
Mcl1-Bid inh – Mcl-1/Bid interaction inhibition; inhibition, % at 21.7 µM; Q07820; actives 0.97% (n = 220,000); TR-FRET Mcl-1/Bid-Dy647 peptide binding, 1536-well;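 active = compounds that cut the binding signal by more than half at the single screening dose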;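 note: His-tagged Mcl-1 with europium anti-His antibody binding Bid BH3 peptide; 0% = Mcl-1 plus peptide wells and 100% = peptide-only wells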
Target sequence (Q07820 whole entry, looked up): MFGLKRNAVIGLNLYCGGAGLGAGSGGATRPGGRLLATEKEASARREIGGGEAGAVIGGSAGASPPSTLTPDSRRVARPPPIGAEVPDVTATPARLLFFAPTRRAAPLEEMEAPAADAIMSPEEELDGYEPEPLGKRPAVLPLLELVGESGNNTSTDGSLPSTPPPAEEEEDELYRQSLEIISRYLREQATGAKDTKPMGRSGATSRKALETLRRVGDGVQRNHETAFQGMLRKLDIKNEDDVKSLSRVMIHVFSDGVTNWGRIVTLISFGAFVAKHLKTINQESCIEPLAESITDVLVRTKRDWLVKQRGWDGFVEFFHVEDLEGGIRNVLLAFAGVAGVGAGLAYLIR
Mcl1-Noxa inh – disrupts binding of human Mcl-1 to Noxa peptide; TR-FRET Mcl-1/Noxa peptide binding, 2 h; inhibition, % at 21.7 µM; actives 1.5% (n = 220,000); AID 1022;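 active = compounds that cut the protein-peptide binding signal by more than 50% relative to plate controls in a single-dose test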;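 note: His-tagged Mcl-1 with rhodamine Noxa BH3 peptide and terbium anti-His antibody; 0% = Mcl-1 plus Noxa peptide wells and 100% = peptide-only wells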
Rab2 wt GTP – changes GTP binding to wildtype dog Rab2A, up or down; P61105; GST-Rab2 wt beads, Bodipy-GTP binding, flow cytometry; GTP binding activity, % at 10 µM; actives 0.19% (n = 190,000);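 active = GTP binding activity at least 20 points away from 100%, either lowered or raised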;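 note: 0% = beads with excess unlabeled GTP and 100% = no-compound control corrected for plate trend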
Avidin fluor – compound fluoresces at 488/530 nm on avidin beads; compound fluorescence 488/530 nm, flow cytometry; stronger effect = higher value; fluorescence (KMESF) at 10 µM; actives 0.38% (n = 220,000); AID 1775; in the data active = fluorescence above about 47; note: inactives centre near 10
Cdc42 wt GTP – human Cdc42 wildtype GTP binding change, either direction. GST-Cdc42 beads, Bodipy-GTP binding, flow cytometry; actives lie on both sides. percent activity (GTP binding), % at 10 µM. actives 0.2% (n = 190,000);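 active = percent activity GTP binding at least 20 points away from the 100% baseline, either down as inhibitor or up as activator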;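 note: median bead fluorescence of bound Bodipy-FL-GTP at 100 nM; 0% = excess unlabeled GTP control and 100% = no compound control; below 100% means less GTP binding so inhibitor and above means activator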
Target sequence (P60953 whole entry, looked up): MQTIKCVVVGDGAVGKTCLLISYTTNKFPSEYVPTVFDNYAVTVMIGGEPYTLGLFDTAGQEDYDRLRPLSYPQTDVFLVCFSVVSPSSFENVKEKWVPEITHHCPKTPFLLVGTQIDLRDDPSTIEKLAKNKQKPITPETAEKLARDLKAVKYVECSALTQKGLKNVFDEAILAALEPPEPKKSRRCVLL
GSH fluor – compound fluoresces at 488/530 nm on GSH beads. GSH beads flow cytometry, compound fluorescence 488/530 nm; stronger effect = higher value. fluorescence (KMESF) at 10 µM. actives 0.25% (n = 190,000); in the data active = fluorescence above about 89;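 note: glutathione beads carrying GST-tagged Bcl family fusion proteins plus one bare bead set; values are compound well signal with DMSO vehicle wells as background; inactives centre near 16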
Pf gametocyte – inhibitors of late stage P. falciparum gametocyte viability | actives 0.065% (n = 150,000) | P. falciparum stage V gametocytes, ATP luminescence, 24 h | inhibition, % at 10.9 µM;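 active = inhibition above the mean plus 3 SD of compounds within the control limits, set per campaign, cut at about 38% in these data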;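 note: 0% = DMSO wells and 100% = medium only without gametocytes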
Rac1 wt GTP bind – modulators of human Rac1 wildtype GTP binding; AID 757; P63000; actives 0.27% (n = 190,000); GTP binding activity (% of control), % at 10 µM; GST-Rac1 beads, fluorescent GTP binding, flow cytometry; actives lie on both sides; 0 = cold GTP competed, 100 = untreated;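 active = GTP binding activity at least 20 points away from the 100% control level, either lower or higher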
Rac1 act GTP bind – alters GTP binding to activated mutant human Rac1 | actives 0.11% (n = 190,000) | percent activity (GTP binding), % at 10 µM | GST-Rac1 activated beads, fluorescent GTP binding, flow cytometry; actives lie on both sides; 100% means binding = to untreated wells | AID 764;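 active = GTP binding at least 20 percentage points away from the 100% baseline, in either direction, so actives lie on both sides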
HRas wt GTP bind – modulators of GTP binding to human HRas wildtype; GTP binding activity, % at 10 µM; GST-Ras wt beads, Bodipy-FL-GTP binding, flow cytometry; actives lie on both sides; AID 759; P01112; actives 0.14% (n = 190,000);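 active = GTP binding activity at least 20% away from the 100% baseline, either lowered as inhibitor or raised as activator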;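 note: 0% = unlabeled GTP competition control and 100% = no-compound control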
Target sequence (P01112 whole entry, looked up): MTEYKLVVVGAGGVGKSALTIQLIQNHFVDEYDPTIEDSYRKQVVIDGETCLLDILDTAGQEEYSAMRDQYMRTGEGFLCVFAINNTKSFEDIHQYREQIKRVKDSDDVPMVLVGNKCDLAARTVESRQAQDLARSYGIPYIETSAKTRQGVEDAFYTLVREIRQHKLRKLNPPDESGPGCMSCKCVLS
Active calls of the source: *; . = no result given.

Values run as follows: Rac1 act GTP bind	Avidin fluor	Mcl1-Noxa inh	HRas wt GTP bind	GSH fluor	Rac1 wt GTP bind	Cdc42 wt GTP	Pf gametocyte	Rab2 wt GTP	Mcl1-Bid inh	Rab7 wt modul
> Cc1cccc(C)c1NC(=O)N1C(C(=O)O)CSC1C(=O)O (centres undefined)
 : 95.0	8	5.6	97.0	72	97.0	95.0	-0.7	97.0	-1.8	97.0
> Cc1cccc(NC(=S)Nc2ccc(N3CCOCC3)cc2)c1C
 : 100.0	8	17.7	95.0	16	98.0	96.0	-13.8	100.0	-26.7	100.0
> CCOC(=O)c1c(NC(=O)C2CCN(S(=O)(=O)c3cccs3)CC2)sc(C)c1C
 : 98.0	7	-6.4	102.0	20	100.0	102.0	-0.2	100.0	-3.6	100.0
> CCCOc1ccc(C(=O)CCN2CCN(C(=O)OCC)CC2)cc1
 : 94.0	10	14.7	97.0	19	106.0	96.0	11.8	97.0	6.6	97.0
> COc1ccc(NC(=O)Cn2nnc(-c3ccccc3NC(=O)c3ccco3)n2)cc1
 : 96.0	35	-39.9	98.0	14	94.0	97.0	.	94.0	66.3*	94.0
> CN(c1ccccc1C(=O)NCC1CCCO1)S(C)(=O)=O (centres undefined)
 : 98.0	6	12.4	101.0	44	101.0	99.0	.	101.0	-13.5	102.0
> CN1c2ccccc2C(O)=C(C(=S)Nc2ccccc2)S1(=O)=O
 : 92.0	32	28.6	96.0	14	95.0	96.0	.	95.0	-21.2	97.0
> CC(=O)Nc1ccc(N(C(=O)CNC(=O)c2ccco2)C(C(=O)NCc2ccco2)c2ccccc2F)cc1 (centres undefined)
 : 99.0	13	25.0	97.0	11	99.0	94.0	3.9	97.0	-14.4	94.0
> CCOC(=O)C1CCCN(c2c(NCCN(CC)c3ccccc3)c(=O)c2=O)C1 (centres undefined)
 : 97.0	5	-1.9	99.0	24	102.0	98.0	.	99.0	-25.9	99.0
> Cc1ccc(Nc2ncccc2C(=O)O)cc1C
 : 97.0	4	15.0	98.0	23	101.0	99.0	.	97.0	-11.4	95.0
> CCN(CC)CCNc1nc2cc(OC)c(OC)cc2c2nc(-c3ccccc3)nn12
 : 100.0	46	45.4	99.0	18	101.0	99.0	-4.9	96.0	-8.0	95.0
> COc1cc(C(=O)Oc2ccccc2N)cc(OC)c1OC
 : 100.0	14	24.7	103.0	8	103.0	102.0	16.9	101.0	-63.0	100.0
> Cc1c(NS(=O)(=O)c2ccc(N3CCN(C)CC3)c([N+](=O)[O-])c2)c(=O)n(-c2ccccc2)n1C
 : 94.0	10	9.8	96.0	14	98.0	100.0	-2.6	99.0	-9.0	96.0
> CC1CC(C)CN(C(=O)CSc2nnc(-c3ccc(Cl)s3)o2)C1 (centres undefined)
 : 97.0	4	4.2	96.0	23	95.0	93.0	.	98.0	6.7	99.0
> O=[N+]([O-])c1ccc2nc(SCc3cn4cc(Cl)ccc4n3)[nH]c2c1
 : 97.0	11	50.8*	97.0	10	99.0	97.0	.	95.0	30.8	97.0
> FC(F)(F)c1nc(N2CCN(c3ccccc3)CC2)nc2c1CCCCC2
 : 100.0	1	9.6	97.0	27	99.0	99.0	15.1	97.0	-8.0	98.0
> Cc1ccc(NC(=O)CSc2ncc3ccccn23)cc1C
 : 94.0	23	-6.7	94.0	9	92.0	96.0	6.5	93.0	-19.1	93.0
> Cc1csc(NC(=O)Cc2ccccc2[N+](=O)[O-])n1
 : 104.0	15	-4.7	101.0	13	104.0	102.0	-12.6	100.0	-13.8	94.0
> O=C(NC1CC1)C1CCN(Cc2cnn(-c3ccccc3)c2-n2cccc2)CC1
 : 96.0	8	-7.3	97.0	42	97.0	97.0	-24.0	97.0	-24.7	100.0
> Cc1cc(C)cc(OCc2nc(-c3cccnc3)no2)c1
 : 95.0	10	11.4	98.0	14	100.0	97.0	33.1	99.0	1.1	96.0
> CCCCSc1nc2c(c(=O)n1CC)SC(C)C2 (centres undefined)
 : 99.0	6	-10.0	98.0	12	100.0	102.0	.	99.0	-39.3	96.0
> COc1ccccc1[C@@H]1C(c2cccc(Cl)c2)=NN(c2ccc(Br)cc2)[C@H]1C(=O)N1CCOC1=O
 : 98.0	10	-64.7	98.0	15	102.0	97.0	.	99.0	-5.2	104.0
> Clc1ccc2c(c1)C(C1=NCCN1)c1ccccc1CS2 (centres undefined)
 : 101.0	3	2.2	100.0	8	102.0	102.0	10.9	99.0	-24.4	99.0
> COc1ccc(COC(=O)Nc2cc3c(C(F)(F)F)nn(C)c3s2)cc1
 : 99.0	7	3.9	100.0	45	102.0	98.0	-9.4	99.0	-70.0	101.0
> Cc1cc(F)ccc1S(=O)(=O)Nc1ncnc2scc(-c3ccc(F)cc3)c12
 : 91.0	11	17.8	92.0	7	95.0	93.0	-1.3	90.0	14.8	96.0
> O=C(NCN1C(=O)C2C3C=CC(C3)C2C1=O)Nc1ccccn1 (centres undefined)
 : 98.0	25	-23.5	99.0	31	102.0	100.0	.	101.0	-3.7	100.0
> CCCCN(C(=O)COc1ccc(NC(C)=O)cc1)C1CCS(=O)(=O)C1 (centres undefined)
 : 96.0	12	18.2	95.0	11	99.0	96.0	-5.0	94.0	-15.7	96.0
> O=C(CCCCCn1c(=S)[nH]c2ccc(N3CCOCC3)cc2c1=O)NCc1ccccc1Cl
 : 99.0	25	10.6	100.0	10	96.0	102.0	16.7	103.0	-19.1	108.0
> COc1ccc(-c2cc3ccccc3n2CC(O)CN2CCC(C)CC2)cc1 (centres undefined)
 : 94.0	10	20.4	97.0	16	92.0	95.0	.	97.0	9.4	104.0
> COc1ccc(C2CC(c3cccs3)=NN2C(=O)c2ccc(Br)o2)cc1 (centres undefined)
 : 98.0	2	14.8	100.0	14	100.0	100.0	11.3	101.0	-11.1	104.0

More compounds follow.
Values run as follows: Rac1 act GTP bind	Avidin fluor	Mcl1-Noxa inh	HRas wt GTP bind	GSH fluor	Rac1 wt GTP bind	Cdc42 wt GTP	Pf gametocyte	Rab2 wt GTP	Mcl1-Bid inh	Rab7 wt modul
> Cc1cc(=O)oc2c1ccc1oc(/C(=N/O)c3ccccc3)c(C)c12
 : 98.0	24	0.7	99.0	29	107.0	96.0	.	97.0	-2.9	102.0
> Cc1ccccc1N1CCN(C(=O)C2CCCCC2)CC1
 : 101.0	16	-5.4	102.0	33	104.0	101.0	-30.8	104.0	-12.1	103.0
> CCN(CC(=O)NCc1ccc(Cl)cc1)S(=O)(=O)c1ccc(NC(C)=O)cc1
 : 95.0	13	15.5	95.0	10	98.0	93.0	-0.4	94.0	10.4	98.0
> O=C(NCc1cccnc1)C1CCN(C(=O)c2ccc(Cl)cc2Cl)CC1
 : 99.0	17	-7.8	101.0	32	102.0	102.0	-4.2	99.0	3.8	100.0
> CC(C)N(C(=O)c1ccccc1-c1ccccc1)C(C)C
 : 101.0	8	-2.5	107.0	42	110.0	103.0	.	102.0	-27.3	106.0
> CC(=O)c1cnc2cc(-c3ccc(Cl)cc3)nn2c1C
 : 94.0	10	-34.0	100.0	53	102.0	102.0	21.3	97.0	-36.7	99.0
> CCOC(=O)c1ccc(CSc2ncn[nH]2)o1
 : 91.0	12	.	91.0	30	87.0	93.0	-10.7	91.0	-17.3	91.0
> CSCC[C@H](NC(=O)CCn1nnc2ccccc2c1=O)C(=O)O
 : 99.0	12	4.5	100.0	28	105.0	104.0	6.9	99.0	-18.2	97.0
> N#Cc1ccccc1Cn1c(=O)n(-c2ccc(CC(=O)NCc3ccco3)cc2)c(=O)c2sccc21
 : 104.0	6	4.2	106.0	21	112.0	107.0	.	102.0	-17.8	102.0
> Cc1nn(C(C)C(=O)NCc2ccccc2)c(C)c1[N+](=O)[O-] (centres undefined)
 : 100.0	13	7.7	99.0	33	104.0	100.0	.	99.0	-4.5	97.0
> O=C(CSc1ccccc1)Nc1ccc(N2CCN(c3ccccc3)CC2)c(F)c1
 : 93.0	8	-2.3	98.0	9	97.0	98.0	25.6	98.0	-38.9	93.0
> Cc1ccc(C)n1NC(=O)c1ccc(O)cc1
 : 99.0	19	20.1	101.0	9	102.0	101.0	.	105.0	-30.7	100.0
> CN(C)c1ccc(C(=O)OCC(=O)c2cccs2)cc1
 : 96.0	5	-6.5	98.0	30	101.0	99.0	-9.0	97.0	-1.7	102.0

Part of the list above with just HRas wt GTP bind, Cdc42 wt GTP and Rab7 wt modul.
SMILES,HRas wt GTP bind,Cdc42 wt GTP,Rab7 wt modul
CSCC[C@H](NC(=O)CCn1nnc2ccccc2c1=O)C(=O)O,100.0,104.0,97.0
N#Cc1ccccc1Cn1c(=O)n(-c2ccc(CC(=O)NCc3ccco3)cc2)c(=O)c2sccc21,106.0,107.0,102.0

One compound at a time (already shown). Order of screens: Rac1 act GTP bind | Avidin fluor | Mcl1-Noxa inh | HRas wt GTP bind | GSH fluor | Rac1 wt GTP bind | Cdc42 wt GTP | Pf gametocyte | Rab2 wt GTP | Mcl1-Bid inh | Rab7 wt modul
Listed for Clc1ccc2c(c1)C(C1=NCCN1)c1ccccc1CS2 (centres undefined) : 101.0 | 3 | 2.2 | 100.0 | 8 | 102.0 | 102.0 | 10.9 | 99.0 | -24.4 | 99.0
Listed for Cc1cccc(C)c1NC(=O)N1C(C(=O)O)CSC1C(=O)O (centres undefined) : 95.0 | 8 | 5.6 | 97.0 | 72 | 97.0 | 95.0 | -0.7 | 97.0 | -1.8 | 97.0
Listed for Cc1ccc(NC(=O)CSc2ncc3ccccn23)cc1C : 94.0 | 23 | -6.7 | 94.0 | 9 | 92.0 | 96.0 | 6.5 | 93.0 | -19.1 | 93.0

High-throughput results (PubChem)

Random draw from the library; overall some 3% were active at least once.
